Screening results: PubChem, several laboratories
BB579 growth dn: growth inhibitors of yeast BB579 in restrictive medium, primary screen, yeast lifespan-shortening project, S. cerevisiae; OD615, 48 h; inhibition, % at 10 µM; hit rate 0.51% among 140,000; AID 804, 2007;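 active = inhibition above a set limit, 3 SD over the mean compound inhibition, cut at about 44% in these data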; note: inactives centre near -24
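Test system: DeaD yeast strain BB579 / Buffer or medium: restrictive glucose-based CSMM-D medium / Doses: single 10 µM dose / Schedule: 4 h cell preincubation, 48 h compound exposure, 30 °C humidified / Technique: culture absorbance at 615 nm / Controls: amphotericin B positive control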
Yeast life ext: compounds extending yeast replicative lifespan, primary screen, S. cerevisiae, OD615; AID 775, 2007; inhibition of the nicotinamide effect, % at 10 µM; S. cerevisiae growth with nicotinamide; deaD strain in restrictive glucose medium; hit rate 0.68% among 130,000;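 active = inhibition above a set limit, placed 3 SD over the median of all compounds, cut at about 26% in these data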;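 note: 0% = nicotinamide-treated wells and 100% = cells grown without nicotinamide; some compounds called inactive have numbers as strong as hits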
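Assay system: engineered S. cerevisiae DeaD replicative-lifespan strain, galactose-grown log-phase cells; Buffer or medium: CSMM-D glucose medium, restrictive; Probe or stimulus: nicotinamide 1.5 mM; Compound: single dose 10 µM compound, 0.25% DMSO; Schedule: 4 h preincubation then 48 h treatment at 30 °C; Technique: OD615 measurement.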
MRP-1 activ: H69AR viability gain despite doxorubicin, primary screen, MRP-1 activator project, H69AR cells, CellTiter-Glo; AID 799, 2007; viability increase, % at 10 µM; hit rate 0.61% among 140,000; viability rescue;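 active = viability gain under doxorubicin at or above a set limit, the compound median plus 3 SD, cut at about 4.7% in these data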;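 note: MRP-1 overexpressing cells given doxorubicin 25 µM after compound pretreatment; 18-22 h compound pretreatment then 72 h with doxorubicin before readout; 0% = doxorubicin-only wells and 100% = vehicle-treated cells without doxorubicin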
E-sel TNF inh: E-selectin induction blockers in HUVEC – imaging, immunofluorescence, high content, primary screen | inhibition, % at 2 µM | hit rate 0.71% among 120,000 | HUVEC TNFa-induced E-selectin immunofluorescence;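 active = inhibition above the batch mean plus 3 SD, and confirmed as a hit on visual image review, cut at about 43% in these data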;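 note: 0% = TNF-stimulated DMSO wells and 100% = unstimulated control wells; not every result past the cut was called active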
NPY-Y2 antag: NPY-Y2 receptor antagonists, primary screen, cell-based. NPY-Y2 expressing cells, antagonist mode. Neuropeptide Y receptor type 2 (Homo sapiens), P49146. AID 793, 2007. inhibition, % at 2.7 µM. hit rate 0.99% among 140,000; in the data active = inhibition above about 17%;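 note: 0% = vehicle with agonist challenge and 100% = reference antagonist with challenge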
Target sequence (P49146 whole entry, looked up): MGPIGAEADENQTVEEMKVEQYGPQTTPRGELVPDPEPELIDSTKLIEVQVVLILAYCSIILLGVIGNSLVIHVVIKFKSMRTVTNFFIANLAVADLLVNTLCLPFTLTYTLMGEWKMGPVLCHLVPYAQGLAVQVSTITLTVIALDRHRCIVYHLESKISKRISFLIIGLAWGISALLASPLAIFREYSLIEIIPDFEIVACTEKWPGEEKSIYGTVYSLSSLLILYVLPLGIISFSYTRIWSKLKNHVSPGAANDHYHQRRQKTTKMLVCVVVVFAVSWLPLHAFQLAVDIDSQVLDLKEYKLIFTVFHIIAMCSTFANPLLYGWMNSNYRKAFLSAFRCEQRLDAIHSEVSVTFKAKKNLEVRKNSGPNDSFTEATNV
PTEN del growth: growth suppression of PTEN-null HCT116, primary screen, cell-based, CellTiter-Glo; HCT116 PTEN-null viability, 60 h; hits give low values; viability, % at 10 µM; hit rate 1.2% among 140,000;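 active = viability at or below a set limit, 4 SD under the median of all tested compounds, cut at about 3.7% in these data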;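 note: PTEN knockout HCT116 line with beta catenin targeted HCT116 as companion control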
Measles CPE: compounds protecting cells from measles virus cytopathic effect, primary screen, measles RdRp inhibitor project, single point, MLSMR library, absorbance | Measles virus-infected cells, CPE protection | protection (pct of control), % at 4 µM | hit rate 1.5% among 140,000; in the data active = protection mostly above about 24%, no sharp cut-off; inactive = mostly below about 26%; note: some compounds called inactive have numbers as strong as hits
GALR2 blocker: GALR2 antagonists in receptor-expressing cells, primary screen | Galanin receptor type 2 (Homo sapiens), O43603 | antagonist mode | inhibition, % at 4 µM | hit rate 0.39% among 140,000; in the data active = inhibition above about 27%;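 note: cells stimulated with galanin 1-16 at roughly its EC80; 0% = agonist challenge control and 100% = basal control without agonist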
Target sequence (O43603 whole entry, looked up): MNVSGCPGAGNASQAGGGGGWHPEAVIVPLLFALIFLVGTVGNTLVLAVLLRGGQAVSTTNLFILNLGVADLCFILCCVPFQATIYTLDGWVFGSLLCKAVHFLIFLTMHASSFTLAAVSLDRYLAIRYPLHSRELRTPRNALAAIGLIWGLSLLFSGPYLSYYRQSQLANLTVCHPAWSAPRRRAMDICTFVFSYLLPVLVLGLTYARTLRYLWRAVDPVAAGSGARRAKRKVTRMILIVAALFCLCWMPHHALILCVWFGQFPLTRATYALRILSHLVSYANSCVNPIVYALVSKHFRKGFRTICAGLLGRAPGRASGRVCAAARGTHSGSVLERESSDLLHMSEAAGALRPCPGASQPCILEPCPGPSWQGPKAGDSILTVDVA
Phagocyt inh: inhibitors of macrophage phagocytosis, primary screen, imaging, J774A.1 cells, IgG beads; J774A.1 macrophage IgG-bead phagocytosis; inhibition, % at 5 µM; hit rate 0.07% among 110,000; AID 1029, 2008;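 active = inhibition above the mean of the plate negative controls plus 5 SD, cut at about 13% in these data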;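 note: phagocytic index as fraction of beads internalized from green versus red external bead signal; plate controls were DMSO negative control for no effect and cytochalasin-D positive control for full effect; some results beyond the cut were filed as inactive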
HCT116 bCat-KO: primary screen for growth suppressors in beta-catenin knockout HCT116 cells (colon tumor, human); HCT116 beta-catenin knockout viability, CellTiter-Glo, 60 h; hits give low values; viability, % at 10 µM; hit rate 1.5% among 140,000; AID 818, 2007;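 active = viability at or under a set limit, the compound median less 4 SD, cut at about 6% in these data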;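 note: 0% = Hyamine 1622 control at 20 µM and 100% = untreated cell control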
* marks the source's active call; other numbers are inactive results. This is a random part of the collection; 6.1% or so of the library scored in one or more.

What do the screens show for `O=C(Cn1cncn1)N/N=C/c1ccc(Cl)cc1`?
BB579 growth dn: -36; Yeast life ext: -1; MRP-1 activ: -0.7; E-sel TNF inh: -25; NPY-Y2 antag: 2; PTEN del growth: 102; Measles CPE: 1; GALR2 blocker: 5; Phagocyt inh: -3; HCT116 bCat-KO: 96

Results for CC1CCCN(c2nc(-c3cccnc3)nc3scc(-c4ccccc4)c23)C1 (stereo not given) ?
BB579 growth dn: -20; Yeast life ext: 2; MRP-1 activ: -1.4; E-sel TNF inh: -11; NPY-Y2 antag: 4; PTEN del growth: 43; Measles CPE: 29; GALR2 blocker: -10; Phagocyt inh: 4; HCT116 bCat-KO: 32

What do the screens show for `COc1ccc(N2C(N)=NC(N)=NC2(C)C)cc1`?
BB579 growth dn: -7; Yeast life ext: -19; MRP-1 activ: -2.9; E-sel TNF inh: 3; NPY-Y2 antag: 1; PTEN del growth: 37; Measles CPE: 16; GALR2 blocker: 4; HCT116 bCat-KO: 29

Results for Cc1ccc(CNC(=O)c2ccccc2NS(C)(=O)=O)cc1 ?
BB579 growth dn: -42; Yeast life ext: -9; MRP-1 activ: -2.0; E-sel TNF inh: -10; NPY-Y2 antag: 1; PTEN del growth: 102; Measles CPE: 5; GALR2 blocker: -4; Phagocyt inh: 0; HCT116 bCat-KO: 84

How did Cc1c(Br)cccc1NC(=O)c1sccc1-n1cccc1 do in these assays?
BB579 growth dn: -54; Yeast life ext: -6; MRP-1 activ: 2.1; E-sel TNF inh: 6; NPY-Y2 antag: 5; PTEN del growth: 80; Measles CPE: 5; GALR2 blocker: -6; Phagocyt inh: 3; HCT116 bCat-KO: 92

How did CC(NC(=O)c1cccs1)C(=O)NC1=NCCS1 (stereo not given) do in these assays?
BB579 growth dn: -7; Yeast life ext: -6; MRP-1 activ: -0.1; E-sel TNF inh: 0; NPY-Y2 antag: 2; PTEN del growth: 102; Measles CPE: 3; GALR2 blocker: -6; Phagocyt inh: -1; HCT116 bCat-KO: 101

Results for CCOc1cccc2cc(-c3csc(NC(=O)CCC(=O)N4CCC(C)CC4)n3)c(=O)oc12 ?
BB579 growth dn: -14; Yeast life ext: 7; MRP-1 activ: -3.2; E-sel TNF inh: 7; NPY-Y2 antag: 4; PTEN del growth: 79; Measles CPE: 2; GALR2 blocker: 1; Phagocyt inh: 0; HCT116 bCat-KO: 73

Results for COCCNC(=O)CN(C(=O)CCC(=O)Nc1nccs1)c1ccccc1OC ?
BB579 growth dn: -37; Yeast life ext: 12; MRP-1 activ: 0.2; NPY-Y2 antag: -2; PTEN del growth: 126; Measles CPE: 17; GALR2 blocker: -2; Phagocyt inh: -1; HCT116 bCat-KO: 105

How did c1ccc(CCNc2nnnn2-c2ccccc2)cc1 do in these assays?
BB579 growth dn: -35; Yeast life ext: -14; MRP-1 activ: 0.2; E-sel TNF inh: -17; NPY-Y2 antag: 1; PTEN del growth: 101; Measles CPE: 6; GALR2 blocker: -4; Phagocyt inh: 2; HCT116 bCat-KO: 91

What do the screens show for `Cc1noc(C)c1CSc1nnc2ccccn12`?
BB579 growth dn: -15; Yeast life ext: -4; MRP-1 activ: -2.9; E-sel TNF inh: 6; NPY-Y2 antag: 0; PTEN del growth: 91; Measles CPE: 8; GALR2 blocker: 0; Phagocyt inh: 4; HCT116 bCat-KO: 99

Results for CN1c2ccccc2-c2nc3ccccc3n2C1c1ccccn1 (stereo not given) ?
BB579 growth dn: -35; Yeast life ext: -8; MRP-1 activ: -0.9; NPY-Y2 antag: 2; PTEN del growth: 87; Measles CPE: 26; GALR2 blocker: 1; Phagocyt inh: -1; HCT116 bCat-KO: 86

How did NC(N)=N/N=C/c1ccccc1 do in these assays?
BB579 growth dn: 10; Yeast life ext: -10; MRP-1 activ: -0.8; E-sel TNF inh: 10; NPY-Y2 antag: 0; PTEN del growth: 81; Measles CPE: 24; GALR2 blocker: -3; Phagocyt inh: -1; HCT116 bCat-KO: 91

What do the screens show for `Cc1ccc(C(=O)OCC(=O)Nc2ccccc2C(F)(F)F)cc1S(=O)(=O)N1CCOCC1`?
BB579 growth dn: -37; Yeast life ext: -9; MRP-1 activ: -2.1; E-sel TNF inh: -26; NPY-Y2 antag: 1; PTEN del growth: 93; Measles CPE: 3; GALR2 blocker: 7; HCT116 bCat-KO: 99

Results for Cn1c(=O)[nH]c(=O)c2c1nc(N1CCCCCC1)n2CCCSc1nnnn1-c1ccccc1 ?
BB579 growth dn: 7; Yeast life ext: -3; MRP-1 activ: -4.1; NPY-Y2 antag: 5; PTEN del growth: 86; Measles CPE: 8; GALR2 blocker: -18; HCT116 bCat-KO: 87

What do the screens show for `C/C(=N\NC(=O)COc1cc(C)cc(C)c1)c1ccc(N2CCOCC2)cc1`?
BB579 growth dn: -45; Yeast life ext: -2; MRP-1 activ: -1.2; NPY-Y2 antag: -2; PTEN del growth: 71; Measles CPE: 3; GALR2 blocker: 0; Phagocyt inh: -4; HCT116 bCat-KO: 70

What do the screens show for `O=C(NCc1ccc2c(c1)OCO2)c1ccc2c(c1)OCCO2`?
BB579 growth dn: -2; Yeast life ext: -19; MRP-1 activ: -0.9; E-sel TNF inh: 31; NPY-Y2 antag: 5; PTEN del growth: 94; Measles CPE: 3; GALR2 blocker: -2; Phagocyt inh: 1; HCT116 bCat-KO: 88

Results for COC(=O)c1ccccc1NC(=O)c1cnc2sccn2c1=O ?
BB579 growth dn: -25; MRP-1 activ: -4.8; E-sel TNF inh: 1; NPY-Y2 antag: 1; PTEN del growth: 91; Measles CPE: 24; GALR2 blocker: -7; Phagocyt inh: 0; HCT116 bCat-KO: 89

Results for O=S(=O)(c1ccc2ccccc2c1)N1CCN(S(=O)(=O)N2CCOCC2)CC1 ?
BB579 growth dn: -54; Yeast life ext: 11; MRP-1 activ: -0.5; E-sel TNF inh: -26; NPY-Y2 antag: -1; PTEN del growth: 95; Measles CPE: 31; GALR2 blocker: -12; Phagocyt inh: 0; HCT116 bCat-KO: 88

How did O=c1cc(CN2CCN(c3cccc(Cl)c3)CC2)c2cc(O)c(-c3ccccc3)cc2o1 do in these assays?
BB579 growth dn: -68; Yeast life ext: -8; MRP-1 activ: -1.3; NPY-Y2 antag: 1; PTEN del growth: 101; Measles CPE: 9; GALR2 blocker: 3; Phagocyt inh: 1; HCT116 bCat-KO: 96

Results for Cc1cc(C(=O)CSc2nnc(-c3ccco3)o2)c(C)n1CC1COc2ccccc2O1 (stereo not given) ?
BB579 growth dn: -39; Yeast life ext: -3; MRP-1 activ: -1.1; E-sel TNF inh: 10; NPY-Y2 antag: 4; PTEN del growth: 74; Measles CPE: 5; GALR2 blocker: 2; Phagocyt inh: 0; HCT116 bCat-KO: 79

How did CCCC(C(=O)n1nc(C)cc1C)C(NS(=O)(=O)c1ccc(C)cc1)c1ccccc1 (stereo not given) do in these assays?
BB579 growth dn: -49; Yeast life ext: -7; MRP-1 activ: -2.6; E-sel TNF inh: 19; NPY-Y2 antag: 0; PTEN del growth: 58; Measles CPE: 5; GALR2 blocker: -11; Phagocyt inh: -1; HCT116 bCat-KO: 67

Results for Cc1cc(OCC(=O)Nn2cnnc2)ccc1Br ?
BB579 growth dn: -17; Yeast life ext: -2; MRP-1 activ: -0.5; E-sel TNF inh: -46; NPY-Y2 antag: 4; PTEN del growth: 115; Measles CPE: 3; GALR2 blocker: 7; Phagocyt inh: 0; HCT116 bCat-KO: 107

What do the screens show for `CCc1cc2c(=O)c(-c3ccc4c(c3)OCCO4)c(C)oc2cc1OS(C)(=O)=O`?
BB579 growth dn: -35; Yeast life ext: 4; MRP-1 activ: -2.6; E-sel TNF inh: 16; NPY-Y2 antag: 2; PTEN del growth: 20; Measles CPE: 16; GALR2 blocker: 9; Phagocyt inh: -3; HCT116 bCat-KO: 36

How did N#CC1=C(N)SC(N)=C(C#N)C1c1ccnc2ccccc12 do in these assays?
BB579 growth dn: -22; Yeast life ext: -5; MRP-1 activ: -3.9; NPY-Y2 antag: 2; PTEN del growth: 98; Measles CPE: 9; GALR2 blocker: -5; Phagocyt inh: -2; HCT116 bCat-KO: 90

How did O=C(Nc1ccccc1OC(F)F)c1ccc(Br)o1 do in these assays?
BB579 growth dn: -54; Yeast life ext: -23; MRP-1 activ: -3.5; E-sel TNF inh: -15; NPY-Y2 antag: 4; PTEN del growth: 89; Measles CPE: 11; GALR2 blocker: -5; Phagocyt inh: 1; HCT116 bCat-KO: 89

How did CCNc1sc(C(=O)c2cccs2)c(N)c1-c1nc2ccccc2s1 do in these assays?
BB579 growth dn: -41; Yeast life ext: -3; MRP-1 activ: 9.0*; NPY-Y2 antag: -2; PTEN del growth: 72; Measles CPE: 4; GALR2 blocker: 13; Phagocyt inh: 0; HCT116 bCat-KO: 65

Results for COc1cccc(C(=O)N2CCN(C3CCN(Cc4ccccc4)CC3)CC2)c1 ?
BB579 growth dn: -50; Yeast life ext: -3; MRP-1 activ: -0.5; NPY-Y2 antag: 4; PTEN del growth: 106; Measles CPE: 4; GALR2 blocker: -8; Phagocyt inh: -2; HCT116 bCat-KO: 97

What do the screens show for `O=c1c2ccccc2[nH]c(=S)n1Cc1cccnc1`?
BB579 growth dn: -43; MRP-1 activ: -1.7; E-sel TNF inh: -44; NPY-Y2 antag: 0; PTEN del growth: 93; Measles CPE: 3; GALR2 blocker: 9; Phagocyt inh: 0; HCT116 bCat-KO: 95

Results for CCCNC(=O)Cc1c(OC)ccc2cc(Br)ccc12 ?
BB579 growth dn: -2; Yeast life ext: -5; MRP-1 activ: -0.1; E-sel TNF inh: 6; NPY-Y2 antag: 9; PTEN del growth: 79; Measles CPE: 13; GALR2 blocker: 6; Phagocyt inh: 0; HCT116 bCat-KO: 73

Results for CC(=O)C1=C(C)NC(SCC(=O)c2ccc(F)cc2)=C(C#N)C1CC(C)C (stereo not given) ?
BB579 growth dn: -9; Yeast life ext: 9; MRP-1 activ: -1.3; E-sel TNF inh: -13; NPY-Y2 antag: 3; PTEN del growth: 100; Measles CPE: 5; GALR2 blocker: 8; Phagocyt inh: 1; HCT116 bCat-KO: 91

What do the screens show for `COC(=O)c1cc2n(n1)CCN(Cc1ccccc1F)C2=O`?
BB579 growth dn: -42; Yeast life ext: -28; MRP-1 activ: -2.1; E-sel TNF inh: -3; NPY-Y2 antag: -2; PTEN del growth: 80; Measles CPE: 18; GALR2 blocker: -7; Phagocyt inh: 2; HCT116 bCat-KO: 86

How did COc1cccc(NC(=O)CCN2CCN(C)CC2)c1 do in these assays?
BB579 growth dn: -12; Yeast life ext: -3; MRP-1 activ: 0.1; NPY-Y2 antag: 6; PTEN del growth: 100; Measles CPE: 10; GALR2 blocker: 2; Phagocyt inh: -2; HCT116 bCat-KO: 83
